Source: PubChem (National Center for Advancing Translational Sciences (NCATS))
DT40 TDP1 no CPT: qHTS for Inhibitors of human tyrosyl-DNA phosphodiesterase 1 (TDP1): qHTS in cells in absence of CPT; DT40 Tdp1-/- hTDP1 cells, no CPT, ATP luminescence, 48 h; Potency, µM (titrated, usually from 46.2 µM), without a hit: top-dose activity change, negative = growth inhibition, actives largely listed as inhibitors; 420,000 compounds, 15% hits; AID 686978, 2013; also: nearly all actives have a fitted effect of over 55% in size
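Luminescent ATP content (CellTiter-Glo) served as the growth readout. Knockout chicken DT40 cells expressing human TDP1 were exposed to compounds without camptothecin for a minimum 48 hr at 37 °C.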
TDP1 inh: blocks human tyrosyl-DNA phosphodiesterase 1. 350,000 compounds, 0.28% hits. recombinant TDP1, AlphaScreen DNA substrate cleavage. Potency, µM (top dose mostly 130 µM), for the others: at the highest dose activity change, negative = inhibition, most hits filed as inhibitors. Q9NUW8; also: nearly all actives have a fitted effect of over 40% in size
Target sequence (Q9NUW8 whole entry, looked up): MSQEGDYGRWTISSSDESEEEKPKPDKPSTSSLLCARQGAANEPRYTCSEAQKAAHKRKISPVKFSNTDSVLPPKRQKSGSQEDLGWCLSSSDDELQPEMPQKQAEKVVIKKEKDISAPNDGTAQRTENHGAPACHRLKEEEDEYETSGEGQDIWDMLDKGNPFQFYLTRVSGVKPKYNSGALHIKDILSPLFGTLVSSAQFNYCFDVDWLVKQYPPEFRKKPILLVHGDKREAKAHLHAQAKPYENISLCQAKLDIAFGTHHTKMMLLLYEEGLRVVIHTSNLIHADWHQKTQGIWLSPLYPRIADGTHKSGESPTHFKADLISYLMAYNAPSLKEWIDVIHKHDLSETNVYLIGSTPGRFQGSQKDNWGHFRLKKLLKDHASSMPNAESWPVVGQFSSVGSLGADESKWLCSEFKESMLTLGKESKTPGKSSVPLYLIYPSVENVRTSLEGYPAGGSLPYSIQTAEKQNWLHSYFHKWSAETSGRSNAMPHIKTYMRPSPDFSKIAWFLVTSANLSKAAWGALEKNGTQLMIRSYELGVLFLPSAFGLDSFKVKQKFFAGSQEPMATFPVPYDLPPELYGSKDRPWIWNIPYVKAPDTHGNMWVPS
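Signal: AlphaScreen proximity between streptavidin donor and anti-FITC acceptor beads on intact substrate. Reaction: Tdp1 1 nM, substrate 15 nM final, 5 min RT after 15 min compound preincubation.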
DT40 TDP1 CPT: DT40-hTDP1 cell growth loss with CPT; chicken DT40 Tdp1-/-;hTDP1 cells + 20 nM CPT, ATP luminescence, 48 h; Potency, µM (series often up to 46.2 µM), inactives show at the top dose activity change, negative = growth inhibition, most hits filed as inhibitors; 420,000 compounds, 12% hits; also: nearly all actives have a fitted effect of over 55% in size
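Chicken DT40 Tdp1-/- cells complemented with human TDP1, 400 cells/well, exposed to compounds plus 20 nM camptothecin for at least 48 h at 37 C; viability read as ATP content by CellTiter-Glo luminescence.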
Active calls of the source: *; ? = inconclusive; nt = no result given; & = joins results of further samples; [ ] = remark or other dose. Calls follow the shape of the dose curve; as a rule, active = well fitted curve in the direction sought with a large enough effect; inconclusive = small, poorly fitted or top-dose-only effect, or another doubt; inactive = no such curve, though single readings can be large; an effect the other way counts as inactive or inconclusive. % is scaled to controls: 0 for no effect and ±100 for the full control effect; potency is read from the fitted curve at half-maximal effect.

SMILES	DT40 TDP1 no CPT	TDP1 inh	DT40 TDP1 CPT
CN1C(=O)C(CC(=O)N2CCN(C(c3ccccc3)c3ccccc3)CC2)N(C)C1=O (stereo not drawn)	-24.8%	2.1%	-22.2%
COc1ccc(C(=O)N2CCN(C)C(C)C2)cc1OC1CCN(C(C)=O)CC1 (stereo not drawn)	10.4%	0.2%	-1.8%
COc1cccc(N2CC(C(=O)NNC(=O)c3ccc(Cl)cc3)CC2=O)c1 (stereo not drawn)	2.9%	0.7%	3.1%
Cc1ccc(NC(=O)N2CCN(c3nnc(C)c4c(C)n(-c5ccc(Cl)cc5)nc34)CC2)c(C)c1	-16.8%	0.6%	1.4%
COc1ccc(N2C(=O)c3ccccc3NC(=O)C2C(=O)NCc2ccco2)cc1 (stereo not drawn)	-22.0%	nt	?
COc1ccc(-c2[nH]ncc2CN(C)C(C)c2ccon2)c(OC)c1 (stereo not drawn)	?	-2.4%	2.2%
O=C(Nc1cc(Cl)ccc1Cl)P(=O)(O)c1ccccc1	-5.0%	nt	-22.0%
C/C(CCc1ccc2c(c1)OCO2)=N\NC(=O)c1ccc(C)cc1C	2.91µM*	-1.2%	0.7%
Cc1nc2ncccn2c1-c1csc(Nc2ccc(S(N)(=O)=O)cc2)n1	5.2%	nt	37.3%[activator]
Cc1cc(C)cc(N(CC(=O)NCc2ccccc2)C(=O)CCC(=O)Nc2ccccn2)c1	?	-0.1%	-2.1%
O=C(NNC1=C(C(=O)C(F)(F)F)CCC1)c1ccccc1Cl	1.03µM*	7.0%	1.3µM*
COC(=O)Cc1c(O)ccn(Cc2cccc(C(F)(F)F)c2)c1=O	-26.0%	5.4%	19.8%
CCN1c2ccccc2-c2nc(SCC(=O)NCc3ccccc3)ncc2S1(=O)=O	23.1µM*	-2.6%	18.4µM*
Cc1cc(S(=O)(=O)N(Cc2ccccn2)Cc2ccco2)ccc1-n1cnnn1	-7.4%	3.8%	-0.9%
CCOC(=O)c1c(C)c(-c2ccccc2)n(CC(=O)N2CCN(C)CC2)c1C	-1.2%	0.0%	-18.3%
COCC(=O)N(Cc1cc2cc(OC)ccc2[nH]c1=O)c1ccc(C)cc1	?	5.8%	?
COC(=O)c1ccc(NC(=O)C2CC(=O)N(c3ccc(C)cc3)C2)cc1 (stereo not drawn)	-7.0%	0.0%	-3.9%
CCOC(=O)c1c(C)[nH]c(C(=O)CSc2nnc(-c3cccs3)n2Cc2ccccc2)c1C	?	3.0%	?
N#C/C(=C\c1c(N2CCN(c3ccccc3)CC2)nc2ccccn2c1=O)S(=O)(=O)c1ccccc1	4.7%	2.8%	0.6%
COc1cccc(Cn2c(=O)c(-c3cc(F)cc(F)c3)nc3cncnc32)c1	-9.7%	nt	1.1%
CC(C)Oc1ccc(CNC(=O)c2cnc3sc(N4CCCC4)nn3c2=O)cc1	-28.7%	0.6%	-22.8%
CCn1nc(C)c(/C=N/NC(=S)Nc2ccc(Cl)cc2Cl)c1C	6.51µM*	5.1%	8.2µM*
CCOc1cccc2cc(-c3nc4sc(C(=O)Nc5ccc(C)cc5)c(C)c4c(=O)[nH]3)c(=O)oc12	-7.4%	1.3%	-1.8%
CCn1ccc(C(=O)NC2CCCC2)n1	-2.8%	1.9%	4.4%
Cc1cccc(NC(=O)CCN2C(=O)c3ccccc3S2(=O)=O)c1C	0.8%	nt	4.9%
O=C(Cn1c(=O)c2c(ncn2C2CCCC2)n(Cc2ccccc2)c1=O)N1CCc2ccccc21	?	7.1%	-15.0%
Cc1ccccc1NC(=O)CSc1c(C(C)C)cnc2c1c(=O)n(C)c(=O)n2C	?	2.7%	-51.6%
O=C(COC(=O)CCCC1=NS(=O)(=O)c2ccccc2N1)Nc1ccc(Br)cc1	17.1%&5.0%	0.1%&5.4%	0.1%&9.4%
CC(C)C(=O)NC(=S)Nc1ccccc1F	-0.2%	-2.0%	6.3%
COC(=O)CN(c1cccc(F)c1)S(C)(=O)=O	8.4%	-4.7%	1.4%
CN1C(C(=O)Nc2cccc(O)c2)=CC(c2ccco2)=NS1(=O)=O	-11.8%&-25.8%	8.6%	-26.5%&-1.3%
COc1ccc2[nH]c(=O)c(CN(C(=O)c3cccnc3)c3ccc(C)cc3)cc2c1	?	3.1%	?
COc1cnn(-c2cccc(C)c2)c(=O)c1Cl	6.7%	nt	-6.0%
Cc1cc(C)cc(C(O)c2ncc(-c3cccc(F)c3)[nH]2)c1 (stereo not drawn)	?	nt	?
O=C(N/N=C\c1c(O)ccc2ccccc12)c1ccc(O)cc1	6.51µM*	nt	?
Nc1nc(-c2ccco2)nn1C(=O)c1ccccc1Cl	-10.5%	7.9%	17.1%
C/C(=N\NC(=O)COc1ccc(C(C)(C)C)cc1)c1ccc(-n2ccnc2)cc1	?	5.3%	?
COc1ccc(CC(=O)Nc2cc(S(=O)(=O)N3CCOCC3)ccc2N2CCOCC2)cc1	-28.5%	0.0%	0.5%
CC1CCc2sc3ncnc(N4CCN(C)CC4)c3c2C1 (stereo not drawn)	?	nt	?
C=CCSc1nc(N(CC)CC)c2sccc2n1	?	-2.0%	?
COc1cccc(/C=N/n2nnnc2N)c1OCC#N	-5.2%	nt	11.6%
c1ccc(Nc2nc(N3CCOCC3)c3ccccc3n2)cc1	16.4µM*	2.3%	20.6µM*
COc1ccc(NC(=O)CN2CCOCC2)cc1S(=O)(=O)N1CCCCC1	1.2%	-4.7%[56.1 µM]	-19.5%
CC(C)OP(=O)(OC(C)C)C1(O)C(=O)Nc2ccc(Br)cc21 (stereo not drawn)	?	2.1%	?
COc1ccc(CN(N=O)C2CC(=O)N(c3ccc(OC)cc3)C2=O)cc1 (stereo not drawn)	-5.2%	6.2%	15.0%

Part of the list above, in CSV form.
Molecule,DT40 TDP1 no CPT,TDP1 inh,DT40 TDP1 CPT
c1ccc(Nc2nc(N3CCOCC3)c3ccccc3n2)cc1,16.4µM*,2.3%,20.6µM*
COc1ccc2[nH]c(=O)c(CN(C(=O)c3cccnc3)c3ccc(C)cc3)cc2c1,?,3.1%,?
COc1ccc(NC(=O)CN2CCOCC2)cc1S(=O)(=O)N1CCCCC1,1.2%,-4.7%[56.1 µM],-19.5%

The list goes on:
SMILES	DT40 TDP1 no CPT	TDP1 inh	DT40 TDP1 CPT
Cc1ccc(CNC(=O)CC(C)S(=O)(=O)c2ccc3c(c2)NC(=O)CO3)cc1 (stereo not drawn)	-16.4%	0.0%	-16.0%
CCN(CC)c1ccc(NS(=O)(=O)c2cn(C)c(=O)n(C)c2=O)c(C)c1	3.0%	nt	5.8%
C/C=C(\C)CN1CCC(n2nccc2NC(=O)CCc2ccccc2)CC1	2.8%	2.4%	?
CCOc1ccc(N2CC(NC(=O)C(=O)c3c[nH]c4ccccc34)CC2=O)cc1 (stereo not drawn)	?	0.0%	-24.9%
Nc1nnc(SCC(=O)Nc2cccc(F)c2)s1	11.4%	nt	15.4%
CN1CCN(C(CNC(=O)Nc2ccc(Cl)cc2)c2ccc(F)cc2)CC1 (stereo not drawn)	?	2.9%	?
COCCNC(=O)c1c(NC(=O)c2cc(=O)c3cc(Cl)ccc3o2)sc2c1CCCC2	-22.5%	4.9%	-9.0%
CCOc1ccc(N(CC(=O)NCC2CCCO2)C(=O)CCC(=O)Nc2ccccn2)cc1 (stereo not drawn)	-16.3%	3.6%[56.1 µM]	-17.2%
C/C(N)=C(/C#N)C(=O)CSc1nnnn1-c1ccc(C)cc1	?	6.9%	?
CCC(C)c1ccccc1N1CC(C(=O)Nc2ccc(C)c(S(=O)(=O)N3CCOCC3)c2)CC1=O (stereo not drawn)	?	nt	?
CC(C)(CNS(=O)(=O)c1ccc2c(c1)OCCO2)N1CCOCC1	-4.6%	2.5%	3.7%
O=C(c1cccc(S(=O)(=O)N2CCCC2)c1)N1CCN(c2ccccc2F)CC1	?	1.1%	-26.4%
COc1ccc(-n2nc(C(=O)NCC(=O)NCCCN3CCC(C)CC3)c3ccccc3c2=O)cc1Cl	?	2.6%	?
Cc1ccc(-c2csc(Cc3nc(-c4cc5ccccc5oc4=O)cs3)n2)cc1	23.1µM*	-4.4%	18.4µM*
CCCCCCN1C[C@H](n2cc(COC(=O)c3ccccc3)nn2)[C@@H](O)C[C@@H]1c1ccccc1	23.1µM*	nt	?

6 compounds picked at random from the list so far:
SMILES	DT40 TDP1 no CPT	TDP1 inh	DT40 TDP1 CPT
COc1ccc(-n2nc(C(=O)NCC(=O)NCCCN3CCC(C)CC3)c3ccccc3c2=O)cc1Cl	?	2.6%	?
CN1CCN(C(CNC(=O)Nc2ccc(Cl)cc2)c2ccc(F)cc2)CC1 (stereo not drawn)	?	2.9%	?
C/C(N)=C(/C#N)C(=O)CSc1nnnn1-c1ccc(C)cc1	?	6.9%	?
Cc1ccc(CNC(=O)CC(C)S(=O)(=O)c2ccc3c(c2)NC(=O)CO3)cc1 (stereo not drawn)	-16.4%	0.0%	-16.0%
CCC(C)c1ccccc1N1CC(C(=O)Nc2ccc(C)c(S(=O)(=O)N3CCOCC3)c2)CC1=O (stereo not drawn)	?	nt	?
CC(C)(CNS(=O)(=O)c1ccc2c(c1)OCCO2)N1CCOCC1	-4.6%	2.5%	3.7%

Additional compounds:
SMILES	DT40 TDP1 no CPT	TDP1 inh	DT40 TDP1 CPT
COc1cc(C(=O)NCCCC2CCCC2)ccc1OC1CCN(C(C)=O)CC1	?	2.8%	?
CCOc1ccc(N2CC(C(=O)Nc3cc(OCC)c(N4CCOCC4)cc3OCC)CC2=O)cc1 (stereo not drawn)	-4.2%	-18.7%	-9.4%
O=C(CSc1nc2ccccc2s1)NNC(=S)Nc1ccc(Br)cc1	?	9.6%	?
Brc1ccc2c(c1)OCCOCCOc1cc(Br)ccc1OCCOCCOCCO2	2.91µM*	2.6%	5.17µM*
COc1ccc(C(=O)c2cccc(C(=O)c3ccc(OC)c(C)c3)c2)cc1C	-21.6%	nt	-17.7%
CCOC(=O)c1c(C)[nH]c(C(=O)OCC(=O)NC2(C#N)CCCCC2)c1C	?	0.4%	?
COc1ccc(/C=N/NC(=O)c2ccccc2O)cc1CN1CCOCC1	-3.8%	1.4%	1.5%
O=C(Nc1cc2c3c(c1)CC(=O)N3CCC2)C1CCCCC1	1.9%	nt	9.0%
Cc1ccc(S(=O)(=O)N2CCN(C(=O)c3ccco3)CC2)cc1	-11.9%	3.2%	-6.3%
CC(C)CCOc1ccc(C2(C)NC(=O)NC2=O)cc1 (stereo not drawn)	-20.2%	nt	-26.9%
COc1ccccc1C(=O)Nc1ccc(S(=O)(=O)N2CCN(C)CC2)cc1	-7.1%	nt	-8.0%
COC(=O)CCC(=O)N1CN2CN(C(=O)CCC(=O)OC)CC([N+](=O)[O-])(C2)C1	20.4%	nt	3.9%
O=c1c2cccc3c2c(nn1CN1CCOCC1)-c1ccccc1-3	20.6µM*	9.2%	?
COc1ccc(N(C(=O)CNC(=O)c2cccs2)C(C(=O)NCC2CCCO2)c2ccccc2)cc1 (stereo not drawn)	-24.9%	8.3%	1.1%
